SUMO1 PPI mod – SUMO1-SIM interaction modulation | P63165 | SUMO1 binding to a labelled peptide, TR-FRET, 1 h | inhibition, % at 20 µM | 360,000 compounds, 0.33% hits; in the data active = inhibition above about 37%
STEP block – STEP (human) phosphatase inhibition. recombinant STEP, OMFP fluorogenic substrate, fluorescence. inhibition, % at 20 µM. P54829. 360,000 compounds, 0.25% hits;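 active = inhibition at 20 µM, scaled per plate between control wells, above about 37%, limit read from the data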;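 also: 0% = DMSO with enzyme and substrate and 100% = substrate only without enzyme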
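material = STEP tyrosine phosphatase | reagent = fluorogenic phosphatase substrate OMFP at 25 µM final | doses = single compound dose of 20 µM, 1% DMSO final | schedule = 20 min reaction, room temperature, in the dark | measured by = fluorescence, 480/540 nm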
Rin1 Abl inh – blocks binding of human Rin1 to Abl. P00519+Q13671. TR-FRET Rin1/Abl binding, biochemical. inhibition, % at 7.35 µM. 360,000 compounds, 0.4% hits. AID 588664; in the data active = inhibition above about 5%, passing the limit was not always enough
Scp-1 inhibitor – inhibitors of human Scp-1 phosphatase | Recombinant Scp1, phosphopeptide, malachite green phosphate absorbance | inhibition, % at 20 µM | 340,000 compounds, 0.88% hits | AID 493091;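 active = inhibition above about 50% at 20 µM, limit read from the data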;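 also: plate controls were DMSO wells with enzyme for no effect and wells lacking enzyme for full effect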
Target sequence (Q9GZU7 76-261 limits assumed): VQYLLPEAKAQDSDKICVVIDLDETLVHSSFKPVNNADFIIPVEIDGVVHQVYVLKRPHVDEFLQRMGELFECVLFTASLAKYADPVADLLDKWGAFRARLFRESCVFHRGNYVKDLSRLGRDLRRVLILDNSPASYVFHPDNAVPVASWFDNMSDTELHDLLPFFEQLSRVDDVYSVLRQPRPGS
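Assay system: SCP-1 catalytic fragment, aa 76-261 | Buffer or medium: Tris acetate buffer pH 5.5 with MgCl2 and Tween-20 | Compound: One concentration, 20 µM, with 1.0% DMSO | Also added: Phospho 17-mer peptide substrate | Signal: Absorbance at 630 nm | Incubation: 45 min enzyme reaction at room temperature | Measure: % inhibition of SCP-1 phosphate liberation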
NadD block – inhibitors of Staphylococcus aureus NadD; purified NadD enzyme, colorimetric absorbance read-out; inhibition, % at 20 µM; 360,000 compounds, 0.78% hits; AID 602399; in the data active = inhibition above about 26%; also: some compounds past the cut are filed as inactive
LMPTP block – LMPTP (human) inhibition; inhibition, % at 20 µM; AID 651560; 360,000 compounds, 0.22% hits; P24666; recombinant LMPTP-A, OMFP fluorogenic substrate, fluorescence intensity;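 active = compounds that cut the enzyme signal by at least half of the control window in the single-dose screen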;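 also: plate controls were DMSO wells with enzyme plus substrate for no effect and substrate without enzyme for full effect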
Target sequence (P24666 whole entry, looked up): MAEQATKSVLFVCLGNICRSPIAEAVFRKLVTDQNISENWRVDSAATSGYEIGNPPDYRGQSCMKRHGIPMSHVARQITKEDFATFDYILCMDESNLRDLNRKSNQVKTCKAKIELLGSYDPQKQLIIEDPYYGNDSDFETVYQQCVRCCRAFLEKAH
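Assay system: LMPTP-A enzyme. Input: 0.625 nM LMPTP-A final. Probe or stimulus: 400 µM OMFP. Compound dosing: single 20 µM dose. Schedule: 50 min dark incubation at room temperature. Detection: fluorescence intensity of OMFP turnover product. Read-out: percent inhibition versus substrate-only and uninhibited controls. Benchmarks: no-enzyme low control, uninhibited high control.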
DNMT1 inh – DNMT1 (human) enzyme inhibition | 360,000 compounds, 0.83% hits | DNMT1 molecular beacon, Hinp1I cleavage, fluorescence | AID 588458 | P26358 | inhibition (reported as % activation of signal), % at 10 µM; in the data active = inhibition above about 50%
Neddyl block – blocks human cullin neddylation. P61081+Q13564. calls only at 25 µM. 360,000 compounds, 0.58% hits. TR-FRET cullin neddylation, biochemical; in the data active = inhibition above about 36%
CSN deneddyl inh – inhibitors of human CSN-mediated cullin deneddylation; Q92905; Purified CSN, SCF-Nedd8-OG deneddylation, fluorescence polarization; inhibition, % at 12.5 µM; 360,000 compounds, 0.38% hits; AID 651999;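 active = pattern-corrected inhibition above about 35%, with an unprinted fluorescence ratio check between 0.5 and 1.5, limit read from the data, passing the limit was not always enough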;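 also: 0% = enzyme with substrate and 100% = substrate without enzyme; some results filed as inactive read as strong as hits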
Target sequence (Q92905 whole entry, looked up, one chain of several): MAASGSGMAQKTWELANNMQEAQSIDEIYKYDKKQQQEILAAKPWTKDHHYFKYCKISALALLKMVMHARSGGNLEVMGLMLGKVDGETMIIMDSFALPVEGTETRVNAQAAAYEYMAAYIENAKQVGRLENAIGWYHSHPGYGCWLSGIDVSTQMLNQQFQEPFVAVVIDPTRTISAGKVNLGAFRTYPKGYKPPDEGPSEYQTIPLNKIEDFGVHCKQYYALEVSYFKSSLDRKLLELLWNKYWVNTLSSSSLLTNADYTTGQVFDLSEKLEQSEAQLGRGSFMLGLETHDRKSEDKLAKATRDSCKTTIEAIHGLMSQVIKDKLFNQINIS
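assay system = purified human Csn5 enzyme expressed in HEK293T cells | amount = 0.24 nM enzyme | buffer or medium = Tris/NaCl/DTT buffer, pH 7.5 | reagent = 10 nM SCFSkp2-Nedd8OG | compound = one concentration, 12.5 µM, 0.25% DMSO | times = 90 min reaction at room temperature | signal = FP | read-out basis = % inhibition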
Rpn11 block – blocks the human proteasome subunit Rpn11. AID 588493. human 26S proteasome, Ub4-pepOG fluorescence polarization; 20S core pre-blocked with epoxomicin. calls only at 20 µM. 360,000 compounds, 0.59% hits;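 active = inhibition at 20 µM, scaled to each plate's controls, above about 33%, limit read from the data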
Target sequence (O00487 whole entry, looked up): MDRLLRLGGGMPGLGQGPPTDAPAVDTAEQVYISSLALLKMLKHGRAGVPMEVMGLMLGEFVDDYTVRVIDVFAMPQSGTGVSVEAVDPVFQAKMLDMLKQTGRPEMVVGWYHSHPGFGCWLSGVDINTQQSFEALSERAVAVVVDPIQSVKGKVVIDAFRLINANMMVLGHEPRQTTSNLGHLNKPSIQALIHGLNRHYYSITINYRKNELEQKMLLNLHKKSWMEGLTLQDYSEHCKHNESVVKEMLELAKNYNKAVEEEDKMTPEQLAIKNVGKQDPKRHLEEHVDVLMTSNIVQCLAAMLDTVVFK
The depositor's hits bear a star; i = inactive; x = not tested or not shown; + = active, no number. Only part of the results is shown; the hit share may differ from the screen's.

SMILES | SUMO1 PPI mod | STEP block | Rin1 Abl inh | Scp-1 inhibitor | NadD block | LMPTP block | DNMT1 inh | Neddyl block | CSN deneddyl inh | Rpn11 block
O=c1ccc2c(O)c3ccoc3cc2o1 | -7 | -1 | -5 | 4 | 6 | 1.1 | -1 | i | -1 | i
C[C@]12CC[C@H]3[C@@H](CC[C@]4(O)C[C@@H](O)CC[C@]34C=O)[C@@]1(O)CC[C@@H]2C1=CC(=O)OC1 | -2 | -4 | -1 | -4 | -4 | -1.4 | 0 | i | -4 | i
C[N+]1(C)C2CCC1CC(OC(=O)c1ccco1)C2 (centres undefined) | 0 | -3 | -2 | 19 | 1 | -2.2 | 0 | i | 2 | i
C[C@]12CC[C@@H](O)CC1=CCC1C2CC[C@@]2(C)C1C[C@@H](F)[C@@H]2O (some centres undefined) | 4 | 2 | 5 | -5 | -9 | -0.9 | 1 | i | 2 | i
CC[N+](CC)(CC)CC | 3 | 0 | -2 | -1 | 0 | 0.0 | 4 | i | -4 | i
Cc1ccc(-n2nc(C)cc2NC(=O)COc2cc(C)cc3oc(=O)c4c(c23)CCC4)cc1 | -4 | 2 | 0 | -2 | 1 | 0.6 | -1 | + | 1 | i
Cn1c(O)c(C=NC2C(=O)C3(C)CCC2C3(C)C)c(=O)n(C)c1=O (centres undefined) | -4 | 0 | 1 | 0 | -1 | -1.3 | 5 | i | -5 | i
CCCCn1c(O)c(C(CC)=Nc2cccc(C(=O)O)c2)c(=O)[nH]c1=O | 0 | 2 | 0 | -15 | 2 | -3.0 | -1 | i | 1 | i
Cc1nc(SCc2c(Cl)cccc2Cl)nc(OC(=O)N(C)C)c1C | -3 | 0 | 3 | -5 | -4 | 0.9 | 4 | i | -3 | i
CCCN1CCC(NC2CCC(O)CC2)CC1 (centres undefined) | -1 | 1 | 1 | -10 | -6 | -4.0 | -1 | i | 3 | i
Cc1ccc(S(=O)(=O)N2CC2(C)CCl)cc1 (centres undefined) | -2 | -1 | 1 | 2 | 0 | -0.1 | 2 | i | 5 | i
CN(C)C(=O)Oc1ccc(OC(=O)c2ccccc2)cc1 | 32 | 0 | 0 | -3 | 4 | -0.4 | -2 | i | 3 | i
CC(=O)NCCc1c[nH]c2ccccc12 | -3 | -2 | 1 | 4 | 2 | -0.4 | 0 | i | 0 | i
Cn1c(O)c(/C=C/C=Nc2ccccc2)c(=O)n(C)c1=O | -23 | -4 | -13 | -7 | -1 | 0.7 | 16 | i | 56* | x
C=C(C)[C@@H]1C2C(=O)O[C@H]1[C@H]1OC(=O)[C@@]34OC3C[C@]2(O)[C@@]14C (some centres undefined) | 2 | 0 | -3 | 5 | -1 | -0.1 | 6 | i | 0 | i
O=C(COC(=O)Cc1ccccc1)Nc1ccc(Cl)cn1 | 1 | 4 | 0 | -2 | 0 | -0.6 | -2 | i | -8 | i
CCCCOC(=O)C1=C(N)OC2=C(C(=O)CC(C)(C)C2)[C@]12C(=O)N(C)c1ccccc12 | -2 | -3 | -3 | -13 | 2 | 0.6 | 2 | i | 4 | i
CN(C)C(=O)Oc1cc(=O)n2c3c(cccc13)CCC2 | 1 | 0 | -1 | 4 | 2 | -1.3 | 6 | i | -7 | i
N#CC12CC(=O)N1Cc1cnnn1-c1ccccc12 (centres undefined) | 2 | -2 | 0 | x | -5 | -1.4 | 6 | i | 5 | i
N#CC(C#N)=Cc1ccc(N2CCCC2)cc1 | -24 | -2 | -6 | 4 | 1 | 0.7 | 0 | i | 10 | i

Only NadD block and Rpn11 block, for some of the entries so far:
molecule,NadD block,Rpn11 block
CCCCOC(=O)C1=C(N)OC2=C(C(=O)CC(C)(C)C2)[C@]12C(=O)N(C)c1ccccc12,2,i
O=C(COC(=O)Cc1ccccc1)Nc1ccc(Cl)cn1,0,i

Additional records.
SMILES | SUMO1 PPI mod | STEP block | Rin1 Abl inh | Scp-1 inhibitor | NadD block | LMPTP block | DNMT1 inh | Neddyl block | CSN deneddyl inh | Rpn11 block
O=C(CCN1CCOCC1)Nc1ccc(Br)cc1C(=O)c1ccccc1 | -4 | 3 | -1 | 1 | 2 | 1.6 | 0 | i | 4 | i
COc1ccc(N=Cc2c(O)n(Cc3cccs3)c(=O)[nH]c2=O)cc1 | -4 | -4 | 0 | -1 | 3 | 0.0 | 6 | x | 5 | i
Cc1ccc(OCC(=O)N2CCN(Cc3ccc([N+](=O)[O-])cc3)CC2)cc1 | -22 | 4 | 0 | -7 | -9 | -2.4 | -4 | i | 0 | i
CCN1C[C@@]2(COC)C3[C@@H](OC)[C@H]4[C@@H]1[C@@]3(C1C[C@@]3(O)[C@H](OC(=O)c5ccccc5)C1[C@]4(OC(C)=O)[C@@H](O)[C@H]3OC)[C@@H](OC)C[C@H]2O (some centres undefined) | 1 | 4 | 2 | -9 | 3 | -1.8 | -1 | i | 5 | i
O=S(=O)(NC1CCCCC1)OCC(Cl)(Cl)Cl | 2 | -1 | 1 | 1 | -5 | 2.7 | -3 | i | 1 | i
CCOC(=O)c1cc2c(cn1)[C@@H](CCO)NC2 | 8 | 0 | -2 | -5 | 4 | -0.8 | -2 | i | -1 | i
C=CCn1c(O)c(C(CC)=NCC2CCCO2)c(=O)[nH]c1=O (centres undefined) | 3 | -2 | 2 | -1 | -8 | -2.5 | 4 | i | 2 | i
CC(=NCc1ccco1)c1c(O)n(-c2ccc(C)cc2)c(=O)[nH]c1=O | 6 | -3 | -2 | -2 | -2 | -0.6 | 3 | i | 5 | i
CSc1nnc(C2CCNCC2)n1C | -3 | 0 | -2 | -2 | 3 | -4.3 | -3 | i | -4 | i
CCc1cc(=O)[nH]c(SCCCF)n1 | -4 | 4 | 1 | -9 | -2 | -1.2 | 5 | i | -16 | i
CN(C)CC1CSCCC1(O)c1ccccc1 (centres undefined) | -2 | -2 | 0 | -5 | -4 | -0.4 | 0 | i | -2 | i
COc1ccc(N=C2SCCCN2C)cc1 | -1 | 1 | 5 | 24 | 9 | -0.8 | 1 | i | -3 | i
CC(=O)Nc1ccc(CC(=O)N2CCN(Cc3ccccc3)CC2)cc1 | 0 | 0 | 3 | -4 | -3 | -1.0 | 3 | i | 1 | i
CN1C(=O)C(=Cc2ccc(OCC(=O)Nc3ccccc3)cc2)C(=O)N(C)C1=O | 8 | -1 | 3 | 1 | 2 | 2.7 | 5 | i | 5 | i
COc1cccc(CN2CCNCC2)c1 | 3 | -3 | 1 | 3 | -3 | -2.2 | 7 | i | -4 | i
Cc1ccc2c(c1)C1CN(C)CCC1N2C(=O)/C=C/c1ccc2c(c1)OCO2 (centres undefined) | -12 | 2 | -1 | -7 | -7 | -0.5 | -1 | i | 4 | i
C=CCc1cc(OC)c2c(c1)OCO2 | 3 | -2 | 0 | 4 | 3 | -1.5 | 7 | i | 2 | i
CCC(c1nnnn1Cc1ccccc1)N1CCC2(CC1)C(=O)NCN2c1ccccc1 (centres undefined) | 3 | 6 | 6 | x | 0 | 3.6 | 3 | i | 1 | i
CC(C)CN1CCN(Cc2ccc(C(F)(F)F)cc2)CC1CCO (centres undefined) | 3 | 0 | -1 | -10 | -4 | -1.7 | 2 | i | 1 | i
O=C(OCc1ccccc1)N1CCC2CC1c1cc(N3Cc4ccccc4-n4nncc4C3)ccc12 (centres undefined) | 1 | -2 | 1 | x | 4 | 4.6 | -4 | i | 4 | i

5 compounds picked at random from those above, as already listed:
SMILES | SUMO1 PPI mod | STEP block | Rin1 Abl inh | Scp-1 inhibitor | NadD block | LMPTP block | DNMT1 inh | Neddyl block | CSN deneddyl inh | Rpn11 block
CC(C)CN1CCN(Cc2ccc(C(F)(F)F)cc2)CC1CCO (centres undefined) | 3 | 0 | -1 | -10 | -4 | -1.7 | 2 | i | 1 | i
CSc1nnc(C2CCNCC2)n1C | -3 | 0 | -2 | -2 | 3 | -4.3 | -3 | i | -4 | i
C=CCn1c(O)c(C(CC)=NCC2CCCO2)c(=O)[nH]c1=O (centres undefined) | 3 | -2 | 2 | -1 | -8 | -2.5 | 4 | i | 2 | i
CN1C(=O)C(=Cc2ccc(OCC(=O)Nc3ccccc3)cc2)C(=O)N(C)C1=O | 8 | -1 | 3 | 1 | 2 | 2.7 | 5 | i | 5 | i
O=C(CCN1CCOCC1)Nc1ccc(Br)cc1C(=O)c1ccccc1 | -4 | 3 | -1 | 1 | 2 | 1.6 | 0 | i | 4 | i

(continued)
SMILES | SUMO1 PPI mod | STEP block | Rin1 Abl inh | Scp-1 inhibitor | NadD block | LMPTP block | DNMT1 inh | Neddyl block | CSN deneddyl inh | Rpn11 block
C[N+]1(C)CCN(c2ccccc2)CC1 | -6 | -2 | 0 | 43 | 5 | -0.6 | 3 | i | -4 | i
c1cc2c(cc1CCNC1CCCCCC1)OCO2 | -1 | 0 | 1 | -5 | -4 | -0.2 | 2 | i | 1 | i
CC1(C)CC(=O)C(C2(O)C(=O)NC(=O)NC2=O)=C(O)C1 | -3 | -1 | 9 | -5 | 2 | 2.4 | -17 | i | 0 | i
CCOC(=O)C1(c2ccccc2)CCN(CC(=O)c2ccc(NC(C)=O)cc2)CC1 | -1 | 0 | 1 | -4 | 1 | -0.2 | -3 | i | 1 | i
CN1C(=O)N(C)C(=O)C2(Cc3c(nc4ccccn4c3=O)N3CCc4ccccc4C32)C1=O (centres undefined) | -4 | -2 | -1 | -6 | -6 | -0.8 | 2 | i | -1 | i
COc1ccc(CNC(=O)C(NC(C)=O)C(C)C)cc1OC (centres undefined) | 4 | 10 | 3 | -9 | -1 | -1.2 | -1 | i | -6 | i
COC(=O)c1cn(C(=O)c2cccc3ccccc23)c2ccccc12 | -2 | -1 | 1 | -11 | -8 | 3.3 | -7 | i | 0 | i
COc1cc(C(O)CN)ccc1O (centres undefined) | -5 | 0 | 3 | -3 | -1 | -0.4 | 0 | i | 2 | i
COc1ccccc1CC1/C(=N/O)C2CCN1CC2 (centres undefined) | -3 | -2 | 2 | -5 | -2 | -1.7 | 2 | i | 7 | i

Compound activity deposited in PubChem BioAssay by several laboratories.
